Screening data as filed in PubChem BioAssay.
TTR transcr act – activators of transthyretin transcription | actives 1.3% (n = 92,000) | SH-SY5Y TTR promoter Gaussia luciferase, luminescence; 100% = recombinant luciferase protein wells | activation, % at 16.7 µM;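 active = activation above the mean of all tested compounds plus 3 SD, cut at about 9.5% in these data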;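 note: cells exposed to compounds for one day before reading; 0% = median of all test compound wells on the plate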
* hit, by the source's call. Some of the compounds tested. The share of hits here may be higher or lower than overall.

Start of the data: the first six records (preview)
TTR transcr act	canonical_smiles
-2.4	COc1ccc(C2C(C(C)=O)=C(C)N=c3s/c(=C\c4ccc5c(c4)OCO5)c(=O)n32)c(OC)c1 (stereo unspecified)
0.0	CCOC(=O)CCCCC(=O)c1[nH]c(=O)[nH]c1CSc1nc(C)cc(=O)[nH]1
-1.5	COC(=O)C(C)Sc1nnc2n(-c3cccc(C)c3)c(=O)c3c4c(sc3n12)CCCC4 (stereo unspecified)
-0.1	CCOC(=O)CC1(C)NC(C(=O)O)C(C)(C)S1 (stereo unspecified)
0.6	NC(=O)CSc1nnc(-c2ccc(S(=O)(=O)N3CCCCC3)cc2)n1-c1ccccc1
-1.8	Cc1nn(-c2ccccc2)c(Cl)c1/C=N/NC(=O)c1ccn[nH]1

The list itself (from the top)
TTR transcr act	canonical_smiles
-2.4	COc1ccc(C2C(C(C)=O)=C(C)N=c3s/c(=C\c4ccc5c(c4)OCO5)c(=O)n32)c(OC)c1 (stereo unspecified)
0.0	CCOC(=O)CCCCC(=O)c1[nH]c(=O)[nH]c1CSc1nc(C)cc(=O)[nH]1
-1.5	COC(=O)C(C)Sc1nnc2n(-c3cccc(C)c3)c(=O)c3c4c(sc3n12)CCCC4 (stereo unspecified)
-0.1	CCOC(=O)CC1(C)NC(C(=O)O)C(C)(C)S1 (stereo unspecified)
0.6	NC(=O)CSc1nnc(-c2ccc(S(=O)(=O)N3CCCCC3)cc2)n1-c1ccccc1
-1.8	Cc1nn(-c2ccccc2)c(Cl)c1/C=N/NC(=O)c1ccn[nH]1
0.8	O=C(c1ccc(CS(=O)c2ccccc2Cl)o1)N1CCN(C2CCCCC2)CC1 (stereo unspecified)
1.7	CC(C)(C)NC(=O)C(c1ccncc1)N(Cc1ccc(F)cc1)C(=O)c1ccc(-c2ccccc2)[nH]1 (stereo unspecified)
1.8	C[C@H]1CN(S(=O)(=O)C(C)(C)C)[C@@H](CCO)/C1=C\CCO
1.2	CS(=O)(=O)c1ccc(-c2cccc(NC(=O)c3ccco3)c2)nn1
5.1	O=C(O)c1ccc(-c2nc3scc(-c4ccccc4)c3c(=O)[nH]2)cc1
0.7	O=C(Cn1ccc(C(F)(F)F)n1)N=Nc1c(O)[nH]c2ccc(Br)cc12
0.8	O=C(CSc1nnc(NC(=O)c2ccco2)s1)Nc1ccccc1F
2.8	Cn1nc(C(=O)N2CCCC2)c2ccccc2c1=O
0.9	CC(=O)N(Cc1ccco1)c1nc(C(=O)Nc2ccc(Cl)cc2)c(C)s1
0.6	CC1=CC2=NC(=O)CC(C)(C(=O)N(CC(=O)NC3CCCC3)c3ccccc3C)N2C=C1 (stereo unspecified)
0.1	O=C(CCN1C(=O)/C(=C\c2ccccc2F)SC1=S)N1CCCCC1
3.5	Cc1ccc(/C=N/NC(=O)CNC(=O)COc2ccccc2)o1
2.0	C[C@@H](C(=O)Nc1ccccc1N1CCOCC1)N1C(=O)C2CC=CCC2C1=O (stereo partly specified)
0.7	COc1cc2nc(CN(C)Cc3ccc(OC)c(OC)c3OC)[nH]c(=O)c2cc1OC

The list goes on.
TTR transcr act	canonical_smiles
-0.5	CC(=O)Nc1ccc(S(=O)(=O)N2CCC(NC(=O)C(Cc3ccccc3F)NC(C)=O)CC2)cc1 (stereo unspecified)
1.3	C[C@H](CO)N1C[C@H](C)[C@@H](CN(C)Cc2ccccn2)Oc2ncc(Br)cc2C1=O
1.6	COC(=O)[C@]12C[C@H](CC(=O)N3CCOCC3)C(=O)N(Cc3ccco3)C1=C[C@H](C1CCCC1)O[C@@H]2C
-2.1	COC(=O)c1ccc(S(=O)(=O)N2CCc3ccccc32)cc1
2.0	C=CCOc1cccc(CNn2nnnc2N)c1
-1.6	COc1cccc(-c2c(C(=O)N/N=C(\C)c3cccnc3)nnn2-c2nonc2N)c1
-1.8	COc1ccc(C)cc1NC(=O)C(C)N(c1ccc(C)cc1)S(C)(=O)=O (stereo unspecified)
-0.7	COc1ccc(F)cc1C(=O)C1CCCN(Cc2ccc3c(c2)OCCO3)C1 (stereo unspecified)
0.8	CCOC(=O)Cn1c2ccccc2c2nc(C)sc21
1.6	CCC(/C=N/NC(=O)CCCCC(=O)N/N=C/C(CC)CC)CC
1.3	Cc1ccc(S(=O)(=O)NCC(=O)NCC(=O)OCc2c(F)cccc2Cl)cc1
-1.4	O=C(Nc1ccc2c(c1)OCCO2)c1cc(-c2ccccn2)nc2ccc(Br)cc12
1.0	CCOc1ccccc1OCCn1nnc2ccccc21
-0.5	CCOc1ccc(NC(=O)CN(C)C(=O)CCC2CCCCC2)cc1OCC
-0.2	CCCOc1ccc(CSCCNC(=S)Nc2ccccc2)cc1
-0.3	Cc1c(C(=O)N2CCCCCC2)nnn1-c1nonc1N
7.7	O=C(O)CCCC(=O)Nc1nncs1
-1.1	Cc1cc(Nc2nn(C)c(N)c2C#N)ccc1F
-1.6	Nc1nonc1C(=O)N/N=C/c1ccc(Br)o1
-0.1	CCC(=O)c1ccc(OCC(O)CN2CCN(c3ccc(F)cc3)CC2)cc1 (stereo unspecified)

Quoted from above, five compounds:
TTR transcr act	canonical_smiles
1.0	CCOc1ccccc1OCCn1nnc2ccccc21
-0.5	CCOc1ccc(NC(=O)CN(C)C(=O)CCC2CCCCC2)cc1OCC
-0.2	CCCOc1ccc(CSCCNC(=S)Nc2ccccc2)cc1
-0.3	Cc1c(C(=O)N2CCCCCC2)nnn1-c1nonc1N
7.7	O=C(O)CCCC(=O)Nc1nncs1

(list continues)
TTR transcr act	canonical_smiles
-0.5	CC(OC(=O)c1cccc(Cl)c1)C(=O)NC1CCCCC1C (stereo unspecified)
1.1	COc1ccc(-c2c(C(F)(F)F)nn(C)c2NC(=O)CSCC(=O)O)cc1
-5.0	Cc1cccc(N2CCN(C(=O)CNC(=O)c3ccccc3)CC2)c1C
0.6	c1ccc(Cc2c(-c3ccccc3)nc3c4ccccc4ccn23)cc1
0.8	COc1cc(/C=C/C(=O)N(C)CC(=O)Nc2ccccc2Br)cc2c1OCCO2
4.3	CN(C)CC1CCC/C(=C\c2ccc(OC(=O)/C=C/c3ccc(Cl)c(Cl)c3)cc2)C1=O (stereo unspecified)
3.4	C[C@@H](NC(=O)[C@@H]1Cc2ccccc2CN1)C(=O)Nc1ccc2c(c1)OCCO2
0.0	CCN1CCN(c2nc3c(c(=O)[nH]c(=O)n3C)n2Cc2ccccc2)CC1
2.2	CC(C)(C)N(Cc1ccccc1)C(=O)COC(=O)c1ccc(S(=O)(=O)N2CCOCC2)cc1
1.2	CSc1ccccc1NC(=O)CN(C)CC(=O)Nc1cc(C)ccc1C
-1.0	CCCN(C(=O)CSc1nc2cc(S(=O)(=O)N(CC)CC)ccc2o1)C1CCS(=O)(=O)C1 (stereo unspecified)
0.0	Cc1nc(C#N)c(N/N=C/c2cccc(Cl)c2)o1
4.7	COc1cc(/C=N/n2cnnc2)ccc1OC(=O)c1ccco1
0.2	COCCn1c(-c2ccc(OC)cc2)nc2ccccc21
-1.3	COc1ccc(S(=O)(=O)Nc2c(C)c(C)cc3c2ncn3C)cc1
-0.1	Cc1ccc(SCC(=O)Nc2nccs2)cc1
-0.1	COc1cccc(/C=N/NC(=O)CCn2cnc3ccccc32)c1
5.1	CCOc1ccc(S(=O)(=O)N/N=C(\C)C2CCCCC2)cc1
3.5	CC1CCN(C(=O)c2[nH]cnc2C(=O)N[C@@H](Cc2ccccc2)C(=O)OC(C)(C)C)CC1
-0.9	O=C(COC(=O)c1ccc2ccccc2n1)Nc1ncc(C(F)(F)F)cc1Cl

(next part)
TTR transcr act	canonical_smiles
1.7	CC1=C(C(=O)N(C(C)C)C(C)C)CC(CC(=O)NCc2cccc3ccccc23)C(=O)N1CCCN1CCCC1=O (stereo unspecified)
0.2	Cc1cccc(OP(=O)(Nc2c(C)n(C)n(-c3ccccc3)c2=O)Oc2cccc(C)c2)c1
4.9	CN1CCN(c2ncc3c(n2)CC(c2ccccc2F)CC3=O)CC1 (stereo unspecified)
-2.1	COc1ccc(CCNC(=S)NC(=O)c2c(-c3ccccc3Cl)noc2C)cc1OC
2.9	Cc1cc(C)c2cc(C#N)c(N3CCCC3)nc2c1
-0.5	COc1ccc(-n2nc([N+](=O)[O-])c(=NCCC3=CCCCC3)n2O)cc1
-0.8	O=C(O)C(Cc1ccc(O)c([N+](=O)[O-])c1)N1C(=O)c2ccccc2C1=O (stereo unspecified)
-2.5	CCOC(=O)C1=C(C)N(C)C(=O)NC1c1c(C)nn(-c2ccc(C)cc2)c1Cl (stereo unspecified)
-1.3	O=C(NS(=O)(=O)c1ccc2ccc(S(=O)(=O)NCCSc3ccccc3)cc2c1)c1cccc2ccccc12
-0.2	COc1ccc(CN(C(=O)/C=C/c2ccco2)C2CCS(=O)(=O)C2)cc1OC (stereo unspecified)
3.0	COCCCNC(=O)c1ccc(-n2nc(C(F)(F)F)cc2-c2cccs2)cc1
0.9	COC(=O)CSc1nnc(-c2sc3ccccc3c2Cl)o1
-0.6	COC(=O)CNC(=O)CN1c2cccc3cccc(c23)S1(=O)=O
0.2	CCCN1Cc2cc(OC)ccc2-c2ccccc2S1(=O)=O
0.8	O=C(CN1CCCCC1)NCC1(c2ccccc2)CCCC1
-1.4	COC(=O)c1ccc(COc2ccccc2/C=N/NC(N)=O)o1
-0.9	CCOc1ccc(Cl)cc1S(=O)(=O)n1nnc2ccccc21
-0.1	O=C(NC(=S)Nc1cccc(O)c1)C1CCCCC1
8.5	O=C(CCNS(=O)(=O)c1ccc(Cl)cc1)N1CCN(c2ncccn2)CC1
0.2	COc1ccc(-c2cc(C(F)(F)F)n3nc(C(=O)N(C)Cc4ccccc4)cc3n2)cc1OC

Fetched by structure from the entries so far:
TTR transcr act	canonical_smiles
1.3	Cc1ccc(S(=O)(=O)NCC(=O)NCC(=O)OCc2c(F)cccc2Cl)cc1
4.7	COc1cc(/C=N/n2cnnc2)ccc1OC(=O)c1ccco1

More records.
TTR transcr act	canonical_smiles
2.9	CCOc1ccc(/C=C/C(=O)N(CC)CC(=O)Nc2c(F)cccc2F)cc1OC
1.4	O=C(NC1CCCCC1)c1cc(-c2ccc(Cl)cc2)on1
7.2	CC(C)[C@H](NC(=O)Nc1ccc(S(N)(=O)=O)cc1)C(=O)O
-0.6	O=C(CN1C(=O)/C(=C\c2cccs2)SC1=S)Nc1cccc(C(=O)O)c1
1.6	CC(/C=C/c1ccc2c(c1)OCO2)=N/NC(=O)C1COc2ccccc2O1 (stereo unspecified)
-1.3	COc1ccc(C2CC(c3ccccc3)=NN2C(=O)COC(=O)c2ccc(Cl)nc2)cc1 (stereo unspecified)
4.3	CCCC[C@H]1C2CC(OC(=O)Nc3ccc(C#N)cc3)C(C2)[C@H]2CCCCN21 (stereo partly specified)
6.8	CN1CCN(C(=O)CC23CC4CC(CC(C4)C2)C3)CC1
0.7	CCOC(=O)Cn1cnc2c(nnn2Cc2ccc(Cl)cc2)c1=O
0.8	CCc1cc(=O)oc2cc(OC(C)C(=O)NCC3CCC(C(=O)O)CC3)c(Cl)cc12 (stereo unspecified)
-1.0	Nc1ccc(/C=C/C(=O)c2ccco2)cc1
-2.5	O=S(=O)(c1ccc(NCc2ccc(F)cc2)nc1)N1CCCC1
0.1	CCCOC(=O)CSC1=C(C#N)C(c2ccccc2OCC)C(C#N)C(=O)N1 (stereo unspecified)
16*	Cn1c(=O)c2c(ncn2CC(O)CNc2ccc(F)cc2)n(C)c1=O (stereo unspecified)
-0.4	Cc1cccc2sc(NNC(=O)C3COc4ccccc4O3)nc12 (stereo unspecified)
-0.5	CCOC(=O)C(Cc1c[nH]c2ccccc12)NC(=O)c1ccccc1Br (stereo unspecified)
1.1	Cc1ccc(NC(=S)N(C)C)cc1C
0.7	COc1ccc(CN2CCC(C(=O)c3ccc(Cl)cc3)CC2)cc1
2.1	Cn1c(=O)c(C(=O)NCCc2ccc(Cl)cc2)c(O)c2ccccc21
-0.4	CCCOc1cccc(C(=O)Nc2cccc3ncccc23)c1

(next part)
TTR transcr act	canonical_smiles
2.3	CC(C)NC(=O)C1CCN(C2CCN(C(=O)C3=CCCC3)CC2)CC1
-1.5	O=C(N/N=C1\CCc2ccccc21)c1ccc(O)cc1
3.0	CCC(=O)n1nc(-c2ccco2)nc1SCc1ccccc1
-2.1	Cc1ccc(C(=O)Nc2cc(=O)n(C)c(=O)n2C)cc1C
0.8	Cc1cccnc1NC(=O)CCC(=O)c1cccs1
7.2	COC(=O)/C=C/c1ccc2c(c1)S(=O)(=O)N(c1cccc(OC)c1)[C@H]2CC(=O)OC
0.3	CCCCN(CC)CCCNC(=O)Cn1nc(Cc2ccncc2)c2ccccc2c1=O
-0.4	Cc1ccc2nsnc2c1S(=O)(=O)NCCc1c(C)[nH]c2ccc(F)cc12
4.4	CCOP(=O)(OCC)C(NC(=O)NS(=O)(=O)c1ccc(C)cc1)c1ccccc1 (stereo unspecified)
0.2	CSc1nc(SCCN(C)C)c2c3c(sc2n1)COC(C)(C)C3
0.3	CCOc1cc(/C=N\NC(=O)C2C(=O)NCC2c2ccccc2)ccc1OC (stereo unspecified)
0.6	CC(=O)c1cccc(NC(=O)NNC(=O)c2ccc(-c3ccccc3)cc2)c1
11*	COc1ccc(-c2nnc(SCC(=O)NCc3cccs3)n2C(C)C)cc1
0.9	Cc1c(NC(=O)C2CC(c3cccc(Br)c3)=NO2)c(=O)n(-c2ccccc2)n1C (stereo unspecified)
0.8	CCN(CC)C(=O)C1CC(=O)OC1(C)C (stereo unspecified)
-2.8	C=CCNc1sc(C(=O)c2ccccc2)c(N)c1C#N
-2.2	CC(=O)Nc1ccc(OCC(O)Cn2nc(C)c(Br)c2C)cc1 (stereo unspecified)
-0.6	Cn1c(=O)oc2cc(S(=O)(=O)N3CCC(C(=O)NCC4COc5ccccc5O4)CC3)ccc21 (stereo unspecified)
-0.5	CCOC(=O)N1CCN(C(=O)c2ccc(C)c(S(=O)(=O)N3CCCCC3)c2)CC1
-0.2	COC(=O)[C@]12C[C@H](CC(=O)NCCCN3CCCC3=O)C(=O)N(Cc3ccco3)C1=C[C@H](C1CCCC1)O[C@@H]2C
